Source: PubChem (National Center for Advancing Translational Sciences (NCATS))
Tb PYK inh: inhibitors of Trypanosoma brucei pyruvate kinase; Q57TT1; TbPYK enzyme, Kinase-Glo Plus ATP luminescence, 45 min; Potency, µM (highest dose often 76.8 µM), for inactives: at the top dose activity, negative = inhibition, hits mostly inhibitors; 0.12% of 410,000 active; AID 624173; also: potency is read from the fitted curve at half-maximal effect; nearly all actives have a fitted effect of over 50% in size
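Quantitative HTS: titrated library compounds versus trypanosomal pyruvate kinase in TEA buffer (pH 7.2) containing KCl, MgCl2, BSA and Tween-20. Reactions were initiated with ADP, 130 uM final. Kinase-Glo Plus luminescence was read after 45 min at RT.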
AMA1-RON2 inh: inhibitors of Plasmodium falciparum AMA1-RON2 interaction. AID 720542. 0.2% of 360,000 active. AlphaScreen AMA1-biotinylated RON2 peptide binding. Potency, µM (top dose mostly 58.2 µM), without a hit: top-dose activity change, negative = inhibition, most hits filed as inhibitors;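 also: potency is read from the fitted curve at half-maximal effect; 0% = vehicle wells and -100% = peptide control; nearly all actives have a fitted effect of over 45% in size; some results filed as inactive show a strong effect at the top dose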
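AMA1 (3D7) with his tag at 25 nM final met compounds first, then biotinylated RON2 peptide at 25 nM; detection used donor plus acceptor beads, 10 µg/mL apiece, read by AlphaScreen after 30 min at room temperature.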
AmpC inh detg: inhibitors of E. coli AmpC beta-lactamase with detergent; 0.041% of 370,000 active; Potency, µM (series often up to 114 µM), inactives show top-dose activity change, negative = inhibition, actives largely listed as inhibitors; AmpC hydrolysis of nitrocefin, absorbance 480 nm, 0.01% Triton;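 also: potency is read from the fitted curve at half-maximal effect; 0% = no-compound wells and -100% = no-enzyme wells; nearly all actives have a fitted effect of over 25% in size; some results filed as inactive show a strong effect at the top dose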
Target sequence (P00811 whole entry, looked up): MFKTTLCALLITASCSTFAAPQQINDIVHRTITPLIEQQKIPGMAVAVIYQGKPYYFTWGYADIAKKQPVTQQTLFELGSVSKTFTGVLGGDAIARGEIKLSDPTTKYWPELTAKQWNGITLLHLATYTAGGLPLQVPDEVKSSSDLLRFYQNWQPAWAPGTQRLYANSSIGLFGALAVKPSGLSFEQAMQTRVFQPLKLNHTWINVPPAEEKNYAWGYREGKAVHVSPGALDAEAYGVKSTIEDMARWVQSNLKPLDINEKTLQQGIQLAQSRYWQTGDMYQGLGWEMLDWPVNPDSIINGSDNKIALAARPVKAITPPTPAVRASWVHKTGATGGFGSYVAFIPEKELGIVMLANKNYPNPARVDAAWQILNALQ
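20 mM phosphate pH 7.0 + 0.01% (detergent screen) or 0.0001% Triton X-100; 5.3 nM AmpC reagent; cpd preinc 15 min RT; nitrocefin (800 uM stock) to start; A480 q20 s × 4 min; Activity was normalised to no-enzyme and no-compound control wells.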
LmPK inh: LmPK (Leishmania mexicana) enzyme inhibition; purified LmPK, Kinase-Glo ATP luminescence, 1 h; Potency, µM (highest dose often 57.5 µM), without a hit: at the top dose activity change, negative = inhibition, actives largely listed as inhibitors; 0.37% of 290,000 active; AID 1721; also: potency is read from the fitted curve at half-maximal effect
Target sequence (Q27686 whole entry, looked up): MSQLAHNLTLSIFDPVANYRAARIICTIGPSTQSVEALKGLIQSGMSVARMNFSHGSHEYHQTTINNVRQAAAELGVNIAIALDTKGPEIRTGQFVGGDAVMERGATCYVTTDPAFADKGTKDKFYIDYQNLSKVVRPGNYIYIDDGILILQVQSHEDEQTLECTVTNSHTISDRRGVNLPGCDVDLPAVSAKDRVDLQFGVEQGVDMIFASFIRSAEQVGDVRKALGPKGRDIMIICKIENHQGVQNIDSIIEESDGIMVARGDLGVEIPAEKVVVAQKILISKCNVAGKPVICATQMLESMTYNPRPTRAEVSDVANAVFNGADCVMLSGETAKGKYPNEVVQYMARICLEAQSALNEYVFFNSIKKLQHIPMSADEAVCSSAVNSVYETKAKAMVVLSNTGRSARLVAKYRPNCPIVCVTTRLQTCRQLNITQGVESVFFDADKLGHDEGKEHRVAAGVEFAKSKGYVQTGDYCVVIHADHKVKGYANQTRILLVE
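0.1 nM LmPK, 0.5 mM PEP, 0.1 mM ADP; 50 mM imidazole pH 7.2, 7 mM MgCl2, 50 mM KCl; 1 h RT. Kinase-Glo luminescence readout, normalized to no-enzyme (full inhibition) and uninhibited wells.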
HCMV inh: blocks human cytomegalovirus replication; 4.5% of 410,000 active; HFF cells, HCMV-luciferase reporter, 72 h; stronger effect = lower value; activity change, negative = inhibition, % at 57.5 µM; in the data active = activity change below about -60%; inconclusive = no clear call, values can overlap the other calls; inactive = above about -39%
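Cell-based, HFFs, 1000 cells/well, 16 h 37C; cpds in DMSO + HCMV-luc, MOI 1 PFU/cell; 72 h 37C; OneGlo luminescence after 5 min RT; norm. to buffer vs Salinomycin 10uM.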
AmpC no deterg: inhibitors of E. coli AmpC beta-lactamase without detergent; P00811; AmpC nitrocefin hydrolysis, absorbance 480 nm, 0.0001% Triton; Potency, µM (series often up to 57.1 µM), for inactives: top-dose activity change, negative = inhibition, hits mostly inhibitors; 0.52% of 330,000 active; AID 485341;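 also: potency is read from the fitted curve at half-maximal effect; plate controls were no compound for no effect and no enzyme for full effect; nearly all actives have a fitted effect of over 20% in size; some results filed as inactive show a strong effect at the top dose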
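AmpC (5.3 nM in the dispensed reagent) in 20 mM phosphate pH 7.0 with 0.01% (detergent screen) or 0.0001% Triton X-100 was preincubated with compounds for 15 min at room temperature. Nitrocefin was then added from an 800 uM solution, and hydrolysis was followed at 480 nm.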
Sm TGR block: S. mansoni TGR enzyme inhibition | Potency, µM (highest dose often 114 µM), for the others: top-dose activity change, negative = inhibition, actives largely listed as inhibitors | 3% of 360,000 active | purified TGR, DTNB reduction, TNB absorbance 405 nm | AID 485364 | Q962Y6; also: potency is read from the fitted curve at half-maximal effect; nearly all actives have a fitted effect of over 60% in size
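First, TGR (20 nM dispensed) and NADPH were mixed with compound. Second, a 15 min room-temperature incubation followed. Third, further NADPH and then DTNB were added to start the reaction. Finally, TNB absorbance was monitored kinetically.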
* marks the source's active call; other numbers are inactive results; ? = inconclusive; . = not tested or not shown; & = joins results of further samples; [ ] = dose if it differs, or a comment. Unless noted, calls follow the shape of the dose curve; as a rule, active = well fitted curve in the direction sought with a large enough effect; inconclusive = small, poorly fitted or top-dose-only effect, or another doubt; inactive = no such curve, though single readings can be large; an effect the other way counts as inactive or inconclusive. Unless noted, % is scaled to controls: 0 for no effect and ±100 for the full control effect. The order is random; any-hit rate near 7.4%.

#1 CCOc1ccc(N2C(=O)C3Sc4[nH]c(=O)sc4C(/C=C/c4ccccc4)C3C2=O)cc1 (stereo not given)
#2 O=C(NCCNC1CCCCC1)c1ccco1
#3 Cc1ccc(C(=O)NC(=S)Nc2cccc(-c3nc4ccccc4s3)c2)cc1
#4 O=C(COC(=O)CCc1nc2ccccc2n1-c1ccccc1)Nc1ccc(N2CCCCC2)cc1
#5 O=C(CN1C(=O)S/C(=C\c2ccccc2)C1=O)Nc1cc([N+](=O)[O-])ccc1O
#6 Cc1cc(-c2nc(C)c(C(=O)NNC(=O)NC(C)C)s2)no1
#7 Cc1c(-c2ccccc2)nc2ccccc2c1C(=O)Nc1ccncc1
#8 CCc1cc(-c2n[nH]c(C)c2Oc2ccc(C(C)C)cc2)c(O)cc1O

Compound	1	2	3	4	5	6	7	8
Tb PYK inh	-21%	-14%	-2%	-5%	1%	-2%	3%	-8%
AMA1-RON2 inh	-2%	-5%	2%	-11%	-12%	21%	-6%	57%[activator]
AmpC inh detg	?	-1%	-4%	-10%	?	-2%	3%	8%
LmPK inh	0%	-4%	0%	0%	0%	-3%	0%	3%
HCMV inh	48	-31	4	-29	29	44	-39	-11
AmpC no deterg	-58%	-9%	-10%	-27%	?	-12%	-11%	-2%
Sm TGR block	-17%	-1%	-1%	-1%	1%	0%	-9%	-3%

#9 CC(C)(C)c1cc(C(C)(C)C)c2oc(=O)c(-c3nc4ccccc4[nH]3)cc2c1
#10 CCCS(=O)(=O)N1CCCC(C(=O)N2CCN(c3ccccn3)CC2)C1 (stereo not given)
#11 COc1ccc(-c2cc(C(=O)Nc3cccc(C(C)=O)c3)no2)cc1
#12 O=C(COC(=O)c1ccc(S(=O)(=O)N2CCCC2)cc1)Nc1cccc(Cl)c1
#13 COc1cccc(/C=N/NC(=O)CCCC(=O)Nc2ccc(Br)cc2)c1
#14 COC(=O)c1c(N)c(C#N)c2n1CCCCC2
#15 CCOc1ccccc1C(=O)Nc1nn[nH]n1
#16 O=C1N[C@@H](c2ccccc2)COC(=O)[C@H](Cc2ccc(F)cc2)CC/C=C/C[C@H]1CC(=O)N(CCO)Cc1ccccc1

Compound	9	10	11	12	13	14	15	16
Tb PYK inh	-2%	2%	3%	8%	2%	3%	-10%	0%
AMA1-RON2 inh	.	0%	1%	-1%	5%	0%	-9%	3%
AmpC inh detg	10%	4%	-7%	0%	-7%	-11%	0%	.
LmPK inh	.	0%	-1%	.	0%	-3%	1%	.
HCMV inh	-19	22	69	2	-8	10	?	8
AmpC no deterg	.	-1%	-12%	-8%	-2%	-10%	-9%	245%[activator]
Sm TGR block	31%	1%	0%	1%	0%	0%	.	.

#17 CC1(C)Cc2c(sc3ncn4nc(CCC(=O)O)c(=O)nc4c23)CO1
#18 COc1ccccc1C(=O)Nc1ccc(S(=O)(=O)N2CCCCC2)cc1
#19 O=C1CN(C(=O)/C=C/c2ccccc2)CCN1
#20 NS(=O)(=O)c1ccc(CNC(=O)c2ccc(NS(=O)(=O)c3ccc4[nH]c(=O)[nH]c4c3)cc2)cc1
#21 C/C(=C\C(=O)c1ccc(C)cc1)Nc1cccc(O)c1
#22 CCCCCc1nc2ccccc2c(=O)n1N
#23 CCOC(=O)CN(C(=O)COc1nc(-c2ccccc2)cc(C)c1C#N)c1ccccc1C
#24 O=C(Cn1c(=O)c2ccccc2n(CC(=O)Nc2ccccc2F)c1=O)NCCc1ccccc1

Compound	17	18	19	20	21	22	23	24
Tb PYK inh	-2%	3%	-6%	1%	-2%	-24%	1%	-1%
AMA1-RON2 inh	-1%	-17%	-2%	2%	-7%	2%	1%	.
AmpC inh detg	-7%	2%	?	?	1%	2%	-4%	3%
LmPK inh	-4%	4%	-2%	.	-13%	-2%	-1%	.
HCMV inh	11	-1	-21	16	89	-22	12	11
AmpC no deterg	-6%	-21%	-6%	-24%	-22%	-14%	-7%	.
Sm TGR block	-19%	-4%	-4%	11%	0%	0%	6%	2%

#25 COc1ccc(C(=O)N2CCc3cc(OC)c(OC)cc3C2)cc1OC
#26 Cc1cc2c(N)cccc2nn1
#27 COc1ccc(CC(=O)Nc2ccc(S(=O)(=O)Nc3nccc(C)n3)cc2)cc1
#28 Cc1[nH]c2ccccc2c1C(=O)C(C)OC(=O)c1ccc(NC(=O)CC#N)cc1 (stereo not given)
#29 Cc1nn(CC(C)C)c(Cl)c1C(=O)N(c1ccc(Cl)cc1F)S(C)(=O)=O
#30 CCOc1ccc(CN(C)C(=O)CCNC(=O)c2ccco2)cc1
#31 CC(=O)c1c(COC(=O)c2cccc(C)c2)nc2ccccc2[n+]1[O-]
#32 Fc1ccccc1CSc1ncnc2c1oc1ccccc12

Compound	25	26	27	28	29	30	31	32
Tb PYK inh	0%	-11%	-4%	2%	4%	-2%	3%	9%
AMA1-RON2 inh	6%	?	4%	-10%	5%	-11%	-16%	20%
AmpC inh detg	2%	0%	-6%	14%	-13%	8%	-9%	?
LmPK inh	-1%	?	-4%	.	-4%	.	-2%	1%
HCMV inh	15	-6	4	8	-2	-18	19	-3
AmpC no deterg	18%	-10%	-35%	-29%	69%[activator]	-16%	5%	-14%
Sm TGR block	0%	25µM*	-11%	-9%	-2%	-5%	-18%	-15%

#33 C=CCn1c(SCC(=O)N2CCc3ccccc3C2)nc2ccccc2c1=O
#34 COc1cc(/C=N/NC(=O)CCC(=O)Nc2ccc(C)cc2)ccc1O
#35 CCOc1cc(C2NC(=O)CCC2[N+](=O)[O-])cc(Br)c1OC (stereo not given)
#36 Cc1ccc(Cn2c(-c3ccccc3)nc3ccccc32)cc1
#37 O=C(NCCCN1CCCC1=O)c1cc(=O)c2ccccc2o1
#38 Cc1cccc2c(CC(=O)Nc3ccccc3)noc12
#39 CCCOc1ccc(-c2nnc(-c3cccs3)o2)cc1
#40 O=C(NCC(F)(F)F)N1CCOCC1

Compound	33	34	35	36	37	38	39	40
Tb PYK inh	2%	-1%	2%	5%	-10%	1%	-10%	-2%
AMA1-RON2 inh	0%	0%	-6%	.	7%	6%	-3%	2%
AmpC inh detg	-10%	5%	-12%	14%	-2%	?	-5%	-5%
LmPK inh	0%	0%	4%	.	-1%	0%	-2%	5%
HCMV inh	-29	-15	13	8	?	1	71	-30
AmpC no deterg	-8%	-10%	-9%	.	-17%	-23%	-25%	-21%
Sm TGR block	18%	0%	3%	8%	6%	-1%	-8%	6%

Profiles, looked up by structure.
`COc1cc(/C=N/NC(=O)CCC(=O)Nc2ccc(C)cc2)ccc1O` reads Tb PYK inh = -1%; AMA1-RON2 inh = 0%; AmpC inh detg = 5%; LmPK inh = 0%; HCMV inh = -15; AmpC no deterg = -10%; Sm TGR block = 0%
`O=C(NCCCN1CCCC1=O)c1cc(=O)c2ccccc2o1` reads Tb PYK inh = -10%; AMA1-RON2 inh = 7%; AmpC inh detg = -2%; LmPK inh = -1%; HCMV inh = ?; AmpC no deterg = -17%; Sm TGR block = 6%

(next part)
#41 CCOC(=O)c1cc(-c2ccc(OC)cc2)nc2c1c(C)nn2CCC#N
#42 CC1=CC(C)[C@H](/C=N/n2c(=O)[nH]c3c([nH]c4ccc(C)cc43)c2=O)C(C)C1 (stereo not given in full)
#43 CCOc1cc(C(=O)Nc2cc(F)ccc2C)ccc1OCC(=O)N1CCOCC1
#44 COc1cc(OC)cc(C(=O)N[C@H](C(=O)OCC(=O)c2ccc(F)cc2)C(C)C)c1
#45 COc1ccc(/C(O)=C2\C(=O)C(=O)N(c3cc(C)on3)C2c2ccccc2OC)cc1C (stereo not given)
#46 COc1cccc(C(=O)OC(C)CN2CCCC2)c1 (stereo not given)
#47 Cc1ccc(C)c(-n2nnc3ccccc3c2=O)c1
#48 Cc1cc(C)cc(N(C(C)C(=O)Nc2c(C)n(C)n(-c3ccccc3)c2=O)S(C)(=O)=O)c1 (stereo not given)

Compound	41	42	43	44	45	46	47	48
Tb PYK inh	4%	3%	5%	4%	-4%	4%	-2%	1%
AMA1-RON2 inh	16%	11%	-3%	-16%	-25%	6%	3%	10%
AmpC inh detg	-1%	-5%	9%	-14%	?	-16%	.	-2%
LmPK inh	4%	3%	.	4%	0%	-7%	.	2%
HCMV inh	-35	?	-24	3	-4	35	-24	3
AmpC no deterg	155%[activator]	-17%	-10%	-1%	-36%	-12%	.	-11%
Sm TGR block	-10%	1%	1%	-4%	-3%	-15%	.	1%

#49 Oc1c(C=NCc2ccccc2)sc2ccccc12
#50 CCC(=O)Nc1nnc(SCc2ccccc2F)s1
#51 O=C(Cc1nc(-c2ccc([N+](=O)[O-])cc2)cs1)Nc1ccccc1
#52 O=C(CN1CCN(c2ccccc2)CC1)Nc1ccccc1C(=O)NCCc1ccccc1
#53 Cc1cc(C(=O)N2CCN(S(=O)(=O)c3ccccc3F)CC2)c(C)o1
#54 CC(=O)Nc1ccc(C(=O)CSc2nnc3cc(C)c4ccccc4n23)cc1
#55 Cc1c(NC(=O)Cn2nc(C(=O)O)c3ccccc3c2=O)c(=O)n(-c2ccccc2)n1C
#56 COc1ccc(OCC(=O)OCC(=O)N2CC(=O)Nc3ccccc32)cc1
#57 COCCCNC(=O)c1cc2c(=O)n3cccc(C)c3nc2s1
#58 C/C(=N\NC(=O)OC(C)(C)C)c1ccc[nH]1
#59 CS(=O)(=O)Nc1ccc(OCc2ccccc2)cc1

Compound	49	50	51	52	53	54	55	56	57	58	59
Tb PYK inh	5%	4%	-3%	-3%	-9%	1%	2%	11%	-4%&-3%	0%	-3%
AMA1-RON2 inh	26%	-4%	-4%	3%	-6%	.	10%	-2%	15%	-21%	3%
AmpC inh detg	1%	-2%	?	.	6%	19%	?	-6%	2%&5%	1%	?
LmPK inh	-6%	0%	3%	.	5%	.	1%	-3%	-14%	?	6%
HCMV inh	-29	162	-92*	70	-9	27	0	-5	72&43	61	142
AmpC no deterg	-27%	-42%	-32%	.	-2%	.	3%	-14%	-9%	-24%	-12%
Sm TGR block	4%[57.1 µM]	2%	-8%	.	?	0%	8%	-11%	-23%&-9%	10%	-8%
